# Screening results as filed in PubChem BioAssay.
# LGR2 antag: blocks bursicon-induced cAMP signaling via Drosophila LGR2; HEK293 LGR2, CRE-luciferase, bursicon-stimulated, 4 h; inhibition, % at 9.99 µM; 380,000 tested, 0.35% active; AID 720647;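 active = drop in luminescence signal, shown as inhibition above about 50% in the replicate tests, limit read from the data, passing the limit was not always enough; inconclusive = probably only some replicates passing the limit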;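 note: agonist challenge used bursicon conditioned medium at about half maximal strength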
# DENV2 CPE: protects cells from dengue virus 2 cytopathic effect | DENV2-infected cells, cytopathic effect rescue, plate reader | CPE inhibition, % at 9.99 µM | 350,000 tested, 1.7% active; in the data active = CPE inhibition above about 20%, passing the limit was not always enough; inconclusive = no clear call, values can overlap the other calls; tested in BHK-21 cells;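 note: 0% = median of neutral control wells and 100% = median of positive control wells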
# PAX8 reporter: PAX8 transcriptional activity inhibition; RMG-I TPO-luciferase reporter, SteadyGlo, 24 h; inhibition, % at 12.6 µM; 360,000 tested, 1.2% active;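 active = mean replicate inhibition at least 60% with every replicate also reaching 60%; inconclusive = only one of the two criteria is met; inactive = mean below 60% and not all replicates reaching 60%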;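 note: luciferase light reporting Pax8 driven TPO promoter activity; plate controls were median of neutral control wells for no effect and mitoxantrone controls for full effect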
# CASP6 VEID inh: inhibitors of human caspase-6. purified caspase-6, Z-VEID-R110 cleavage fluorescence. inhibition, % at 12.5 µM. 350,000 tested, 0.53% active;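 active = mean inhibition across replicates at least about 35%, with every replicate also reaching that limit, limit read from the data; inconclusive = only one of the two criteria met; inactive = neither criterion met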;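 note: 0% = median of neutral control wells and 100% = no fluorescence left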
# Target sequence (P55212 24-179 limits assumed): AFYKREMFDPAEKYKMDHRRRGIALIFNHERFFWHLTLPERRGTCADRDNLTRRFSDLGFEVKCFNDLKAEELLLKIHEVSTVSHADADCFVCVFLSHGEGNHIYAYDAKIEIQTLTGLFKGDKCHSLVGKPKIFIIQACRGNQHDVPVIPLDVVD
# Target sequence (P55212 194-293 limits assumed): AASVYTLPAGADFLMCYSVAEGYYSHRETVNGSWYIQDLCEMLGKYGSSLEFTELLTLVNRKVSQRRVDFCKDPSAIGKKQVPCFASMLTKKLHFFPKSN
# ARNT-TACC3 inh: ARNT/TACC3 interaction disruption; AlphaScreen His-ARNT PAS-B/GST-TACC3 binding, luminescence; TACC3 fragment carries E629A point mutation; Q9Y6A5; inhibition, % at 9.99 µM; 390,000 tested, 0.66% active;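 active = mean inhibition of replicates at least 50% and at least half of replicates each reaching 50%; inconclusive = half or more replicates reach 50% but mean below 50%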;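 note: 0% = complete ARNT plus TACC3 wells and 100% = ARNT alone without TACC3; many hits fall short of the cut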
# EWS-Fli inh: blocks EWS/Fli oncoprotein-driven transcription; inhibition, % at 12.6 µM; A673 NR0B1-luciferase reporter, viability-normalised; AID 651661; 350,000 tested, 0.67% active;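 active = mean inhibition of at least 50% after viability correction, with every replicate also passing that limit; inconclusive = mean reaches 50% but only one of two replicates passes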;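 note: firefly luciferase signal divided by Alamar Blue viability fluorescence both relative to DMSO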
# SIRT5 block: inhibitors of human sirtuin-5 desuccinylase; Purified SirT5, succinyl-peptide AMC, trypsin-coupled fluorescence; inhibition, % at 15 µM; 330,000 tested, 1.1% active; AID 652115; in the data active = inhibition above about 15%; inconclusive = no clear call, values can overlap the other calls
# Target sequence (Q9NXA8 whole entry, looked up): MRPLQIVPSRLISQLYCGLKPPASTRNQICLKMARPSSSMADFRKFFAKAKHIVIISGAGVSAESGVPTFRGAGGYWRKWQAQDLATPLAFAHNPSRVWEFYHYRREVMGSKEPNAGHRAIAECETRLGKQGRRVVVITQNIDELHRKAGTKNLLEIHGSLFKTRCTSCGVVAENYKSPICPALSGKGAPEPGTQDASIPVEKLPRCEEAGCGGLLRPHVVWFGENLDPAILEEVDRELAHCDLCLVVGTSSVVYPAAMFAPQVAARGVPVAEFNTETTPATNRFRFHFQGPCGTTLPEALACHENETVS
# * hit, by the source's call; ? = inconclusive; · = no result given.
canonical_smiles	LGR2 antag	DENV2 CPE	PAX8 reporter	CASP6 VEID inh	ARNT-TACC3 inh	EWS-Fli inh	SIRT5 block
C=CCN1C(=O)C(CC(=O)O)SC1=Nc1ccc(N=Nc2ccccc2)cc1 (stereo not given)	-17.1	·	-2.2	3.1	22.0	-4.7	2.9
Cc1ccc(C(=O)C(C)Oc2ccc3ccc(=O)oc3c2)cc1 (stereo not given)	-24.3	5.3	-12.3	-1.3	·	-7.5	-0.4
COCCCn1c(=O)c2sccc2n(Cc2cccc(F)c2)c1=O	-3.8	-3.0	41.4	-2.7	-4.2	2.1	-1.7
CO[C@@H]1CN(C)C(=O)c2cc(NC(=O)c3ccccc3F)ccc2OC[C@H](C)NC[C@H]1C	-1.9	4.6	-18.2	3.7	-1.2	0.0	0.8
C[C@@H]1CCCCO[C@H](CN(C)C(=O)C2CCCCC2)[C@@H](C)CN([C@@H](C)CO)C(=O)c2cc(NS(=O)(=O)c3cccs3)ccc2O1	-0.1	6.1	·	0.9	·	-1.4	9.7
C[C@@H]1CN([C@@H](C)CO)C(=O)c2cc(NC(=O)c3ccncc3)ccc2O[C@@H](C)CCCCO[C@H]1CN(C)Cc1ccncc1	-9.2	0.4	-12.3	-1.1	3.5	·	1.6
O=C(CSc1ccc(S(=O)(=O)N2CCOCC2)cn1)Nc1ccc(F)c(F)c1	1.6	4.0	13.5	-1.7	-6.1	14.7	0.5
O=C(CCN1CCCCC1)NCC[C@H]1CC[C@H](NC(=O)c2ccc(F)cc2)[C@H](CO)O1	-0.4	-0.1	15.5	-1.4	-2.8	4.0	-2.2
O=C(CN1C(=O)c2ccccc2S1(=O)=O)Nc1ncc(Cl)cc1Cl	69.2*	-5.5	39.1	28.4	-4.1	58.2*	4.1
Cn1c(=O)[nH]c(=O)c2c1nc(N1CCCCC1)n2CCSc1ncccn1	4.2	?	0.4	2.4	-1.3	-1.5	-1.3
C[C@@H]1CCCCO[C@@H](CN(C)Cc2ccc(C(=O)O)cc2)[C@@H](C)CN([C@@H](C)CO)C(=O)c2cc(NS(=O)(=O)c3cccs3)ccc2O1	-2.8	-7.8	-0.5	2.3	-5.7	-1.9	12.8
COc1cccc2c1OCC(CN1CCN(CCC(C)C)C(CCO)C1)=C2 (stereo not given)	-8.5	6.4	21.8	-5.5	5.8	-0.1	-8.3
Cc1sc2nc(CSc3ccccc3)nc(N3CCC(C(N)=O)CC3)c2c1C	-4.5	-7.9	13.0	2.3	-2.1	15.3	-4.1
O=C(CN(CCc1ccccc1)S(=O)(=O)c1ccc(Br)cc1)N/N=C/c1ccccc1C(=O)O	5.3	0.2	13.8	-0.1	-7.5	-6.4	-0.5
Cc1[nH]n(-c2ccc([N+](=O)[O-])cc2)c(=O)c1/C=N/N1CCOCC1	-38.7	-3.9	-0.5	0.9	30.3	-13.5	0.6
CCc1ccc(Oc2cc(Cl)nc(N)n2)cc1	-40.1	·	-147.9	·	-0.7	·	·
Cc1noc(C)c1NC(=O)Nc1ccc2c(c1)C(=O)N([C@H](C)CO)C[C@H](C)[C@H](CN(C)Cc1ccc(C(=O)Nc3ccccc3N)cc1)O2	18.7	22.2*	·	1.9	-1.6	20.0	·
COc1ccc(C(C(=O)NC2CCCCC2)N(C(=O)c2ccco2)c2ccccc2OC)cc1 (stereo not given)	1.7	11.8	23.7	-1.8	-1.0	12.1	-4.4
Cn1c(=O)c2cc(NC(=S)NC3CCCCC3)ccc2n1C/C=C/c1ccccc1	-8.7	-5.5	-5.9	-2.8	·	-18.7	·
C[C@@H]1CN([C@@H](C)CO)C(=O)c2cc(NC(=O)Cc3cn(C)c4ccccc34)ccc2O[C@@H]1CN(C)S(=O)(=O)c1ccc(F)cc1	9.4	-0.3	·	2.0	6.9	-13.1	-0.5
CNC[C@@H]1OCCCC[C@@H](C)Oc2ccc(NS(=O)(=O)c3ccc(F)cc3)cc2C(=O)N([C@@H](C)CO)C[C@H]1C	-9.6	-4.0	-34.7	-0.2	-0.4	12.9	2.2
CCOC(=O)c1[nH]c(C)c(C(=O)NC2CCCC2)c1C	-1.3	3.8	-16.2	-0.9	·	-0.7	·
COc1ccc(-c2[nH]ncc2N=Nc2cc(C)cc(C)c2)cc1	0.1	3.9	20.3	3.7	6.9	49.8	-0.7
Cc1ccc(CCNC(=O)C2CCC(=O)N(Cc3cccc(F)c3)C2)cc1 (stereo not given)	6.1	-4.0	-8.6	-0.3	-6.4	·	-0.8
C[C@H](CO)N1C[C@H](C)[C@H](CN(C)Cc2ccc(C(F)(F)F)cc2)Oc2c(NC(=O)c3ccncc3)cccc2C1=O	-13.2	2.9	7.3	-0.9	5.0	-0.6	9.3
C[C@H](CO)N1C[C@H](C)[C@@H](CN(C)C)Oc2c(NC(=O)C3CCOCC3)cccc2C1=O	-3.3	40.3*	-7.8	1.5	8.7	0.3	2.6
COc1cc(C)ccc1OCc1cc(C(=O)N(C)CCCN2CCOCC2)no1	-51.2	5.7	-224.6	1.7	0.6	·	-0.5
CN(C(=O)c1ccc(OC2CCN(CCc3ccccc3)CC2)cc1)C1CCOC1 (stereo not given)	-15.3	6.0	8.7	0.8	-8.5	0.2	-5.6
O=S(=O)(N[C@H]1CC[C@H](CCn2cc(-c3cccc(F)c3)nn2)O[C@@H]1CO)c1ccc(F)cc1	1.8	2.1	·	0.2	-1.3	12.5	-1.4
COc1ccccc1C(=O)C1CCCN(Cc2ccc(Oc3ncccn3)cc2)C1 (stereo not given)	-7.7	7.4	8.7	0.2	33.3	-0.8	-2.1
COc1ccc(OC)c(C(=O)CCCC(=O)c2cc(OC)ccc2OC)c1	-8.2	3.2	-3.2	-2.6	-7.5	-3.7	-4.5
O=C(C[C@H]1C[C@@H]2c3cc(NC(=O)C4CCC4)ccc3O[C@@H]2[C@H](CO)O1)NCCN1CCCCC1	-8.8	-3.5	-18.7	-3.8	3.6	-5.7	-1.3
CC(C)C#Cc1ccc([C@H]2[C@@H](CO)N3CCCCN(S(=O)(=O)Cc4ccccc4)C[C@H]23)cc1	3.0	2.3	?	-0.4	7.8	39.8	4.3
O=C(CSc1nc2[nH]ncc2c(=O)[nH]1)NCc1ccccc1	-4.6	?	6.2	-1.2	6.6	2.8	-0.7
C[C@H]1CCCCO[C@@H](CN(C)C(=O)Nc2ccc(C(F)(F)F)cc2)[C@@H](C)CN([C@@H](C)CO)C(=O)c2cc(NC(=O)Cc3ccccc3)ccc2O1	-4.5	18.8	38.6	·	-2.3	2.8	·
Cc1ccc(NC(=O)c2cccc(S(=O)(=O)N3CCN(c4ccc(F)cc4)CC3)c2)nc1	-13.3	4.7	14.3	-0.6	2.6	·	-3.8
COc1ccccc1CN1CC(C(=O)NCCc2ccc(Cl)cc2)CC1=O (stereo not given)	-1.9	-5.2	1.6	-0.9	-2.4	·	-1.1
C[C@H]1CN([C@@H](C)CO)C(=O)c2cc(NC(=O)C3CC3)ccc2O[C@H]1CN(C)C(=O)Nc1ccc2c(c1)OCO2	-6.6	-2.7	-20.8	-0.5	-18.4	-7.3	-2.7
C=CCNC(=S)Nc1ccc2cn[nH]c2c1	14.6	2.0	31.1	0.4	4.4	-8.0	-9.4
C=CCC1(CC=C)CCCN1C(=O)C1CCC(=O)N(CCc2ccc(OC)cc2)C1 (stereo not given)	-53.2	-4.9	-197.9	-1.5	-6.5	-94.7	-5.2
CC[C@@H](C)[C@@H]1CN([C@@H](CN2CCC[C@H]2CN2C(N)=NC[C@H]2CC(C)C)C(C)C)C(=N)N1CCc1ccc(Cl)c(Cl)c1	8.1	11.0	?	2.9	2.3	2.0	2.7
Cc1noc(C)c1S(=O)(=O)N(C)C[C@@H]1Oc2c(NS(C)(=O)=O)cccc2C(=O)N([C@@H](C)CO)C[C@H]1C	4.6	-11.6	-6.1	-1.4	·	-14.6	-3.0
CN(C)C(=O)[C@@H]1[C@@H](CO)[C@@H]2Cn3c(ccc(C4=CCCC4)c3=O)[C@@H]2N1C(=O)Cc1cccnc1	11.7	-8.1	6.4	-12.0	-5.0	0.1	-5.7
O=C(Nc1cccc(Cl)c1)C1CCN(C(=O)c2cccs2)CC1	-7.1	2.0	-4.4	1.4	-0.4	9.0	5.5
O=S1(=O)OCCC(c2ccccc2)N1Cc1ccccc1 (stereo not given)	2.0	16.7	1.7	0.0	-4.1	3.9	·
Cc1c(C(=O)NCc2cccc(Cl)c2)sc(=O)n1Cc1ccc(C(=O)N(C)C)cc1	3.7	14.7	18.8	0.4	·	-4.3	·
C[C@@H]1CN([C@@H](C)CO)C(=O)c2cc(NC(=O)CCC(F)(F)F)ccc2O[C@@H](C)CCCCO[C@@H]1CN(C)Cc1ccc(C(F)(F)F)cc1	-2.6	1.5	38.2	-0.3	12.6	2.2	8.8
Cc1ccc(Nc2ccc(C(N)=O)cc2[N+](=O)[O-])cc1	-3.2	·	3.3	·	4.5	·	·
O=[N+]([O-])c1cc(S(=O)(=O)NC2=NCCCCC2)ccc1NCC1CCCCC1	6.5	2.0	-23.5	-11.6	5.5	13.0	-3.8
O=C(COc1nncc2ccccc12)Nc1c(F)c(F)c(F)c(F)c1F	4.2	1.0	-11.1	-0.3	-18.4	8.6	1.9
Clc1cccc(N=NN2CCOCC2)c1Cl	-20.7	?	-7.8	2.6	-5.9	-4.4	0.1
COCC#Cc1cnc2c(c1)C(=O)N([C@H](C)CO)C[C@H](C)[C@H](CN(C)C(=O)C1CCCCC1)O2	-7.0	-0.5	-14.7	-1.5	-16.0	3.4	-5.2
CCCCCCC(=O)N/N=C/c1ccco1	-0.5	·	6.9	·	-3.2	·	·
O=C(O)c1ccc(S(=O)(=O)N2CCC(Cc3ccccc3)CC2)cc1	-8.6	4.4	-10.0	0.8	-0.9	2.5	-5.9
CNC[C@H]1Oc2cc(-c3ccc(OC)cc3)ccc2S(=O)(=O)N([C@H](C)CO)C[C@@H]1C	18.1	-1.4	·	-0.1	7.2	-5.7	-3.2
Cn1cc2c(=O)n(/N=C/c3ccccc3)cnc2n1	·	-8.1	-1.1	0.1	-3.2	3.5	0.5
COc1ccc(S(=O)(=O)N2CCC(C(=O)NC3CCCC3)CC2)cc1C	0.9	-1.0	-28.4	-2.9	-11.5	12.8	1.0
COc1ccc2c(c1)CCc1c(C(=O)NCc3ccc(F)cc3)noc1-2	-12.7	-1.8	-2.0	-1.6	0.1	-11.3	-2.1

# Quoted at random: 5 records from the list.
canonical_smiles	LGR2 antag	DENV2 CPE	PAX8 reporter	CASP6 VEID inh	ARNT-TACC3 inh	EWS-Fli inh	SIRT5 block
CNC[C@H]1Oc2cc(-c3ccc(OC)cc3)ccc2S(=O)(=O)N([C@H](C)CO)C[C@@H]1C	18.1	-1.4	·	-0.1	7.2	-5.7	-3.2
Cc1noc(C)c1S(=O)(=O)N(C)C[C@@H]1Oc2c(NS(C)(=O)=O)cccc2C(=O)N([C@@H](C)CO)C[C@H]1C	4.6	-11.6	-6.1	-1.4	·	-14.6	-3.0
Cc1ccc(NC(=O)c2cccc(S(=O)(=O)N3CCN(c4ccc(F)cc4)CC3)c2)nc1	-13.3	4.7	14.3	-0.6	2.6	·	-3.8
O=[N+]([O-])c1cc(S(=O)(=O)NC2=NCCCCC2)ccc1NCC1CCCCC1	6.5	2.0	-23.5	-11.6	5.5	13.0	-3.8
O=C(O)c1ccc(S(=O)(=O)N2CCC(Cc3ccccc3)CC2)cc1	-8.6	4.4	-10.0	0.8	-0.9	2.5	-5.9
